# ATXN2 expr inh – ATXN2 expression inhibition; HEK-293 ATXN2-luciferase reporter, luminescence, 24 h; Potency, µM (top dose mostly 57 µM), for inactives: at the highest dose activity change, negative = inhibition, actives largely listed as inhibitors; 0.72% of 360,000 active; also: % is scaled to controls: 0 for no effect and ±100 for the full control effect; nearly all actives have a fitted effect of over 55% in size
#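 qHTS (up to 57 uM final) was run with 24 h compound exposure of reporter cells at 37 °C. Each well was multiplexed: SteadyGlo luminescence measured ATXN2-luciferase expression after a fluorogenic Gly-Phe-AFC viability readout (25 uM final).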
# Nrf2 activator – Nrf2 pathway activation | AID 624171 | 0.31% of 410,000 active | AREc32 ARE-luciferase reporter (MCF7-derived line), luminescence, 24 h | Potency, µM (doses to about 46.1 µM), for the others: at the highest dose activation, hits mostly activators; also: % of control where 0% means no effect; nearly all actives have a fitted effect of over 65% in size
#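 Cells of the AREc32 ARE-luciferase line are plated in OPTI-MEM containing 5% FBS and left overnight at 37 deg C. Compounds are pinned in, incubation continues 24 hr, and firefly luciferase signal is then measured.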
# HepG2 tox – counter-screen for TGF-b inhibitors: cytotoxicity in HepG2 cells; HepG2 CAGA-GFP viability, ATP luminescence, 18 h; Potency, µM (doses to about 46.1 µM), for inactives: at the highest dose activity change, negative = cytotoxicity, usual class: cytotoxic; 0.76% of 410,000 active; also: some results filed as inactive show a strong effect at the top dose
#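 HepG2 CAGA-GFP cells (1000/well, DMEM with 1% FBS) received compound, then TGF-beta at 500 pg/mL final, and were incubated 18 hours at 37 degrees C. Viability was read by CellTiter-Glo luminescence. Media-only wells were set as complete cell-killing and DMSO as no toxicity.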
# A549 viability – A549 cytotoxicity, counter-screen for Nrf2 inhibitors; A549 ARE-Fluc cells, CellTiter-Fluor viability, 18-24 h; Potency, µM (titrated, usually from 46 µM), for the others: at the top dose activity change, negative = cytotoxicity, usual class: inhibitors; 0.16% of 390,000 active; AID 504648; also: % is scaled to controls: 0 for no effect and ±100 for the full control effect
#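 A549 ARE_Fluc cells in 5% FBS OPTI-MEM were exposed to compounds in concentration-response for 18-24 h at 37 deg C. Viability was read by CellTiter-Fluor fluorescence (Ex 405/Em 525) after 30 min, before the luciferase read.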
# Nrf2 block – Nrf2 pathway inhibition. Potency, µM (titrated, usually from 46 µM), inactives show at the highest dose activity change, negative = inhibition, most hits filed as inhibitors. A549 ARE-Fluc reporter, luciferase luminescence, 18-24 h. 2.1% of 360,000 active. AID 504444; also: % is scaled to controls: 0 for no effect and ±100 for the full control effect; nearly all actives have a fitted effect of over 60% in size
#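 Two sequential reads on A549 ARE_Fluc cells exposed to compound for 18-24 h: a CellTiter-Fluor fluorescence read for viability, then a luciferase luminescence read for Nrf2/ARE activity.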
# MCF10A rereplic – DNA re-replication induction in MCF 10a cells. MCF 10A DNA re-replication, Hoechst nuclear intensity, 48 h. Potency, µM (series often up to 46.1 µM), for the others: at the highest dose activity, positive = re-replication, hits mostly activators. 2.9% of 350,000 active; also: % of control where 0% means no effect; nearly all actives have a fitted effect of over 50% in size
# TGFb inhibitor – TGF-b pathway inhibition; HepG2 CAGA-GFP TGF-b/SMAD3 reporter, GFP fluorescence, 18 h; TGF-beta stimulated, 500 pg/mL final; Potency, µM (top dose mostly 46.1 µM), for inactives: at the top dose activity, negative = inhibition, usual class: inhibitors; 1.2% of 410,000 active; AID 588855; also: % is scaled to controls: 0 for no effect and ±100 for the full control effect; nearly all actives have a fitted effect of over 65% in size
#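 GFP signal (ex488/em500-530) from TGF-beta-stimulated HEPG2 CAGA-GFP cells, 500 pg/mL final, 18 h at 37 degrees C in DMEM plus 1% FBS, normalized to unstimulated and DMSO-stimulated controls.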
# EPAC2 antag – blocks human EPAC2 exchange factor; EPAC2 GEF exchange of Rap1B-BODIPY-GDP, fluorescence; Potency, µM (top dose mostly 114 µM), for the others: at the highest dose activity, negative = inhibition, most hits filed as inhibitors; 0.18% of 360,000 active; AID 720708; also: % is scaled to controls: 0 for no effect and ±100 for the full control effect; nearly all actives have a fitted effect of over 45% in size; many of its hits are not listed in these tables
# Target sequence (Q8WZA2 whole entry, looked up): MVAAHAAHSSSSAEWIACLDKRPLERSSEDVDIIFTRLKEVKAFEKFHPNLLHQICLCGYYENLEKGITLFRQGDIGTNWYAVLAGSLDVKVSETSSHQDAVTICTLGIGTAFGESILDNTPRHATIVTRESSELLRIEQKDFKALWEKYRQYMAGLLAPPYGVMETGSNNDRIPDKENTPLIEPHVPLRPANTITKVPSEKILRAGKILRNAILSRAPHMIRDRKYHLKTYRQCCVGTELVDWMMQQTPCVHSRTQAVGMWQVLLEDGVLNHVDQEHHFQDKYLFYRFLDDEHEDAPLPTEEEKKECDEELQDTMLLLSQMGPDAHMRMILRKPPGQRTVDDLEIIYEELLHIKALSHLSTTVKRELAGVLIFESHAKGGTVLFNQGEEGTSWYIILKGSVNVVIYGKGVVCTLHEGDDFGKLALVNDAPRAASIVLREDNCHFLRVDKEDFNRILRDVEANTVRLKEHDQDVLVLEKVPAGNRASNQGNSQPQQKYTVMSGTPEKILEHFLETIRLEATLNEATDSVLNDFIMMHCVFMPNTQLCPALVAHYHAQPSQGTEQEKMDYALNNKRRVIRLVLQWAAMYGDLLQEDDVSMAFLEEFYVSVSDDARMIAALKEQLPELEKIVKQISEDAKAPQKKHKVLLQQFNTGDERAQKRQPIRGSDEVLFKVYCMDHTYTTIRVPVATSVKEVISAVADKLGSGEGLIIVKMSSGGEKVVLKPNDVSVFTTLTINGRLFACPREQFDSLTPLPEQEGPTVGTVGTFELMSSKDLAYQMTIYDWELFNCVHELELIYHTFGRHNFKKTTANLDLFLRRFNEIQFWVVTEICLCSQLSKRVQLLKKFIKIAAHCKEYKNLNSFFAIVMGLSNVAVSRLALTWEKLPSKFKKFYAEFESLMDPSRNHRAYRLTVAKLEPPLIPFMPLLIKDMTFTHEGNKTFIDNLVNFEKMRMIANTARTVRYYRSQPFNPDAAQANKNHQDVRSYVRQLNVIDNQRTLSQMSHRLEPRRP
# ATXN viability – viability counter-screen for ATXN expression inhibitors | S2 cells (HEK-293 line with an ATXN2-luciferase reporter) viability, CellTiter-Fluor protease fluorescence, 24 h | Potency, µM (top dose mostly 56.7 µM), usual class: cytotoxic | 0.49% of 400,000 active; also: nearly all actives have a fitted effect of over 40% in size
# An asterisk follows results filed as active; i = inactive; ? = inconclusive; . = not tested or not shown; [ ] = remark or other dose. Calls follow the shape of the dose curve; as a rule, active = well fitted curve in the direction sought with a large enough effect; inconclusive = small, poorly fitted or top-dose-only effect, or another doubt; inactive = no such curve, though single readings can be large; an effect the other way counts as inactive or inconclusive. Potency is read from the fitted curve at half-maximal effect. Some of the compounds tested, so the mix of outcomes need not match the whole.
SMILES,ATXN2 expr inh,Nrf2 activator,HepG2 tox,A549 viability,Nrf2 block,MCF10A rereplic,TGFb inhibitor,EPAC2 antag,ATXN viability
O=C(/C=C/c1ccc(F)cc1)Nc1nc2n(n1)C(c1ccc(Cl)cc1)C=C(c1ccccc1)N2 (stereo not drawn),0%,15%,-31%,2%,21%,.,-24%,.,i
Cc1nnsc1SCCNC(=O)Nc1ccc(Cl)cc1,.,4.5%,-35%,-3%,?,8%,-10%,1%,?
CSc1ccc(/C=N/N2CCN(Cc3ccc(C)cc3C)CC2)cc1,.,0.5%,-29%,-2%,3%,1%,-4%,-6%,i
CC(=O)Nc1ccc(SC[C@H](CC(C)C)N2CCN(CC(C)C)CCC2=O)cc1,-5%,6.4%,-30%,5%,?,0%,?,-11%,i
COC(=O)c1c(C)oc2ccc(N(C(=O)c3ccncc3)S(=O)(=O)c3cc(C)ccc3C)cc12,?,-1.2%,-9%,-11%,?,.,1%,.,?
CCOC(=O)C1(C)CCCN(C(=O)c2ccc3snnc3c2)C1 (stereo not drawn),16%,0.0%,1%,.,.,.,5%,10%,i
N#C/C(=C\c1ccc(F)cc1)c1n[nH]c(Cn2cncn2)n1,0%,1.8%,10%,-9%,-17%,3%,47%[activator],11%[57.1 µM],i
C#CC(C)(O)C1CC(CC(=O)O)C1(C)C (stereo not drawn),-10%,2.9%,-2%,0%,-6%,-5%,-10%,1%,i
COc1ccc(C)cc1NC(=O)c1cnc2scc(C)n2c1=O,-8%,3.8%,-15%,1%,7%,23µM*,7%,-5%,i
CC(=O)c1ccccc1OCCCCN1CCCCC1,-2%,-0.3%,-13%,5%,14%,1%,-2%,11%,i
Cc1ccc(S(=O)(=O)Nc2ccc(-n3c(C)nc4ccccc4c3=O)cc2)cc1,-7%,-0.7%,-4%,0%,18µM*,17%,0%,13%,i
CC(C)C(=O)NC(C)C(c1cccs1)N1CCOCC1 (stereo not drawn),1%,-0.5%,1%,-4%,3%,-1%,1%,1%,?
COC(=O)c1ccccc1NC(=O)/C=C/c1ccco1,4%,?,-31%,5%,?,10%,0%,-2%,i
CC(C)NC(=O)c1nn(-c2ccccc2F)nc1CO,.,-0.9%,-80%,8%,-6%,.,-7%,.,.
COc1cc(CNCCc2ccc(S(N)(=O)=O)cc2)ccc1OCc1ccc(Cl)cc1,18µM*,8.1%,-109%,?,23µM*,13µM*,?,-23%,22µM*
COc1ccc(C(=O)/C=C/N2CCCCC2)cc1OC,26%,5.1%,-9%,-1%,19%,-4%,0%,-1%,i
CC(NC(=O)C(NS(=O)(=O)c1cccs1)C(C)C)c1ccc(S(N)(=O)=O)cc1 (stereo not drawn),.,-0.2%,-28%,4%,5%,-1%,5%,1%,i
O=C(CSc1ccccc1)N(c1ccc(Br)cc1)c1nccs1,-9%,0.4%,-18%,4%,-19%,?,-14%,-17%,i
CC(NC(=O)c1ccc(Cl)cc1)c1nnc(SCc2ccc([N+](=O)[O-])cc2)n1C (stereo not drawn),5%,-0.2%,-3%,1%,1%,-7%,-5%,-1%,i
CS(=O)(=O)c1ccc(C(=O)Nc2cc(S(C)(=O)=O)ccc2Cl)cc1,-1%,1.8%,-1%,5%,-22%,3%,-2%,-1%,i
O=c1[nH]c(N/N=C/c2cc3c(cc2[N+](=O)[O-])OCO3)nc2ccccc12,.,2.9%,6%,-8%,-2%,0%,-3%,7%,i
C/C=C/Cn1c(Br)nc2c1c(=O)n(C)c(=O)n2C,5%,0.4%,0%,3%,-6%,-5%,18%,5%,i
COc1cccc(CN(C)CC(=O)Nc2cccc(S(=O)(=O)N(C)c3ccccc3)c2)c1OC,-16%,-0.4%,-6%,0%,?,?,-1%,-4%,?
Cc1cc(N/C=C/C(=O)c2cccs2)ccc1F,49%[activator],?,-28%,2%,?,-1%,-16%,-9%,?
FC(F)(F)c1ccccc1NC(=S)NN1CCOCC1,.,0.0%,9%,0%,1%,-3%,-29%,9%,.

# (continued)
SMILES,ATXN2 expr inh,Nrf2 activator,HepG2 tox,A549 viability,Nrf2 block,MCF10A rereplic,TGFb inhibitor,EPAC2 antag,ATXN viability
O=C(Nc1cc(N2CCCCC2)ncn1)c1ccccc1,28%,3.8%,-20%,0%,6%,?,-11%,-5%,i
Cc1cc(C)c(NC(=O)COC(=O)Cn2nc(-c3ccccc3)oc2=O)c(C)c1,1%,-1.0%,-10%,6%,4%,2%,26%,0%,i
COCCCN1CC(=O)N2C(c3ccc(C)cc3)c3[nH]c4ccccc4c3C[C@H]2C1=O (stereo partly drawn),32%[activator],-0.9%,-18%,1%,3%,-1%,-1%,-8%,i
O=S(=O)(c1ccc(Cl)cc1)N1CCC(c2ccncc2)CC1,.,-1.2%,-15%,5%,.,.,6%,.,.
CCN(CC)C(=O)CSc1nc2ccccc2c(=O)n1CC,-10%,-0.2%,-18%,0%,.,-17%,0%,0%,?
CCN(Cc1ccccc1)c1cc2c(c3c1ccn3C)C1CCC2C1 (stereo not drawn),12%,-0.7%,-32%,.,.,.,?,-11%,i
CCNC(=O)c1ccc(-n2nc(C)cc2-c2ccccc2)cc1,-7%,0.1%,-11%,13%,-23%,-7%,-1%,10%,i
CN(C)CC(O)CN(c1ccccc1)c1ccccc1 (stereo not drawn),-35%,1.6%,11%,-3%,4%,-16%,-2%,17%,.
O=C(Nc1ccc(Br)cc1)c1cc(-c2cccs2)nc2ccccc12,?,28%,-13%,-7%,?,.,-25%,.,?
Fc1cccc(CN2CCN(Cc3nc(-c4cnccn4)no3)CC2)c1,-5%,-0.5%,-8%,1%,-1%,-4%,15%,-11%,i
CCOc1ccc(C(=O)NCc2ccccc2OC)cc1,9%,0.5%,4%,-5%,2%,?,-1%,9%,i
Cc1cc(C)n(C(=O)CCCCCC(=O)n2nc(C)cc2C)n1,8%,-0.9%,-1%,-7%,1%,12%,-1%,10%,i
CCOC(=O)c1ccc(NC(=O)CCc2nc(-c3ccc(Cl)cc3)no2)cc1,-21%,0.1%,-34%,-11%,?,?,-27%,0%,i
C[C@@H]1CN([C@@H](C)CO)C(=O)CCCn2nncc2CO[C@@H]1CN(C)C(=O)Nc1ccnc(N2CCOCC2)c1,4%,-0.3%,-2%,.,.,.,11%,3%,i
CCOC(=O)COc1ccc2c(c1)c(C(C)=O)c(C)n2-c1ccccc1,-4%,2.4%,-2%,1%,0%,-17%,0%,1%,i
Cc1ccc(-c2c(C(=O)N/N=C/C3CCCCC3)nnn2-c2nonc2N)cc1,-7%,-0.8%,6%,0%,11%,-1%,-1%,-1%,i
O=C(O)C1CC(=O)N(c2ccc(OCc3ccccc3)cc2)C1 (stereo not drawn),3%,-0.7%,21%,3%,2%,3%,-5%,13%,i
CCc1cccc(C)c1NC(=O)CN1C(=O)c2c(c3ccccc3n2C)C1c1ccc(OC)cc1 (stereo not drawn),.,4.5%,-21%,-4%,-14%,.,?,.,.
CCOc1ccc(C(=O)c2cn(CC(=O)Nc3ccc4c(c3)OCO4)c3ccc(OC)cc3c2=O)cc1,10%,-0.6%,0%,2%,4%,.,3%,.,?
COc1cc(C(O)P(=O)(OC2CCCCC2)c2ccc(N(C)C)cc2)cc(OC)c1OC (stereo not drawn),-4%,-0.6%,-4%,1%,0%,1%,7%,-11%,i
O=c1[nH]c(NCCO)c(N=Cc2ccccc2)c(=O)[nH]1,13%,-0.2%,0%,0%,-12%,?,4%,4%,i
O=C(Nc1nnc(S(=O)(=O)N2CCN(c3ccc(F)cc3)CC2)s1)c1ccco1,21%,-0.3%,8%,-4%,15%,-1%,11%,?,i
O=[N+]([O-])c1ccc2nc(CN3CCCCC3)[nH]c2c1,10%,4.9%,6%,2%,?,3%,1%,-4%,i
CC1CCN(C(=O)CN2C(=O)NC(c3ccccc3)(c3ccccc3)C2=O)CC1,11%,-0.6%,8%,-2%,5%,-3%,0%,-12%,i
COc1cc2ccccc2cc1C(=O)Nc1ccccc1Cl,61%[activator],2.4%,-53%,2%,?,27%,?,-4%,i

# An excerpt from above with just ATXN viability and Nrf2 block:
structure	ATXN viability	Nrf2 block
CN(C)CC(O)CN(c1ccccc1)c1ccccc1 (stereo not drawn)	.	4%
O=C(Nc1ccc(Br)cc1)c1cc(-c2cccs2)nc2ccccc12	?	?
Fc1cccc(CN2CCN(Cc3nc(-c4cnccn4)no3)CC2)c1	i	-1%
CCOc1ccc(C(=O)NCc2ccccc2OC)cc1	i	2%

# Remaining list, next part:
SMILES,ATXN2 expr inh,Nrf2 activator,HepG2 tox,A549 viability,Nrf2 block,MCF10A rereplic,TGFb inhibitor,EPAC2 antag,ATXN viability
Cc1ccc(NC(=O)CCn2c(=O)[nH]c3ccsc3c2=O)cc1,-2%,-0.6%,-29%,-3%,-20%,0%,-3%,6%,i
CN1CN(C)c2cccc3cccc1c23,-20%,-0.5%,-35%,11%,-29%,0%,-6%,-4%,i
S=C(c1ccc2c(c1)OCO2)N1CCCC1,-1%,-1.7%,10%,-1%,-5%,1%,20%,6%,i
COc1ccc(C#Cc2c(-c3ccsc3)oc3ccc(-c4cc(OC)c(OC)c(OC)c4)cc23)cc1,0%,0.4%,4%,-1%,-3%,-8%,2%,-13%,i
CN(C(=O)CN1C(=O)c2ccccc2S1(=O)=O)c1ccccc1C(=O)O,3%,-1.5%,4%,-14%,7%,-1%,13%,-5%,i
O=C(NC(NC1CCS(=O)(=O)C1)C(=O)c1ccccc1)c1ccc(Cl)cc1 (stereo not drawn),4%,0.0%,6%,0%,3%,-3%,-2%,0%,?
Cc1c(CNC(C)c2ccccc2)c(C(=O)O)c(C)n1Cc1c(F)cccc1Cl (stereo not drawn),6%,0.9%,-3%,-5%,8%,.,1%,.,i
N#CCCn1cc(/C=N/O)c(-c2ccc(-c3ccccc3)cc2)n1,-12%,12%,-32%,?,?,13µM*,-33%,-11%,i
O=C1C2C3C=CC(CO)(O3)C2C(=O)N1c1ccccc1-c1ccccc1 (stereo not drawn),?,-1.7%,13µM*,?,?,7.3µM*,13µM*,-15%,?

# Assay outcomes (PubChem BioAssay)
